Autophagy HCS: autophagy modulators in MEF cells, primary screen, imaging, high-content, MEF GFP-LC3. MEF GFP-LC3 puncta imaging; test concentration mostly 10 µM. calls only at 10 µM (by protocol). 190,000 compounds, 0.98% hits. AID 463193, 2010;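 active = percentage of spot-positive cells more than 3 SD above its plate mean, without a fluorescence outlier flag or 80% toxicity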;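 note: spot-positive cell cutoff set from DMSO-treated cells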
Lipid droplet: inhibitors of hepatocyte lipid droplet formation, primary screen, imaging, high-throughput imaging, BODIPY stain; AID 1656, 2009; inhibition, % at 6.5 µM; 240,000 compounds, 0.4% hits; AML12 mouse hepatocytes, oleate lipid droplets;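 active = lipid droplet intensity inhibited by at least 50%, with more than 500 cells counted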
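material = mouse AML12 hepatocyte cell line, fixed after treatment | also added = 100 µM oleic acid challenge | doses = compound at 6.5 µM only | schedule = overnight exposure | technique = Image-based BODIPY and DAPI two-channel analysis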
Salmonella PhoP GFP: inhibitors of PhoP regulon expression, primary screen, Salmonella Typhimurium, GFP reporter (AID 1863); S. Typhimurium PhoP-regulated promoter GFP reporter, 4 h; higher % means a stronger effect; one-dose inhibition, % at 50 µM; IC50 in µM for titrated hits; 300,000 compounds, 0.16% hits;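 active = inhibition over 29.93%, a cutoff 3 SD above the screen mean, later confirmed by dose response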;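 note: 0% = low Mg2+ inducing control and 100% = high Mg2+ repressing control; strong numbers were not always called active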
MT stabilizer: microtubule stabilizers in HeLa cells, primary screen, imaging, high-content imaging; HeLa tubulin immunostaining HCS, 24 h; share of cells brighter than vehicle mean+2SD; 200,000 compounds, 0.83% hits; % tubulin-high responders, % at 10 µM;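 active = plate Z-score above 3 for both tubulin-high and condensed-nucleus cell shares, with cell loss under 80%, at 10 µM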;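 note: anti alpha tubulin signal scored within the nucleus-defined area of each cell; some results filed as inactive read as strong as hits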
T cell HTS: modulators of CD8 T cell-vesicle binding, primary screen, mouse 2C CD8+ T cells, flow cytometry; calls only at 7 µM; 330,000 compounds, 0.068% hits; 2C CD8+ T cell-vesicle binding; hits give low values; AID 2052, 2009;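 active = response, share of CD8 T cells binding vesicles, and their 90th percentile fluorescence all below set limits, cut at about 80% in these data, passing the limit was not always enough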
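Also added: QL9-peptide-loaded Drosophila micro-vesicles bearing Ld, ICAM-1 and B7-1; Test system: purified 2C TCR transgenic mouse naive CD8+ T cells; Measured by: cytometric PE anti-B7-1 and Alexa647 anti-CD8 signals after 1% paraformaldehyde fixation; Timing: binding step 1.5 h, 37 °C, antibody labelling 20 min, ice.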
Dynein cargo inh: inhibitors of GR-EGFP nuclear translocation, primary screen, dynein cargo transport inhibitor project, imaging, high-content, 3617.4 mouse cells; test concentration mostly 20 µM; stimulated with dexamethasone, 1 µM; hits give low values; z-score, hits read low; 220,000 compounds, 0.47% hits; AID 1381, 2008;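 active = plate z-score of nuclear minus cytoplasmic receptor signal below a set negative limit, without overly bright fluorescence or cell loss, cut at about -3.5 in these data, passing the limit was not always enough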;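 note: z-score of nuclear minus cytoplasmic ring GR-EGFP intensity difference per well; some compounds called inactive have numbers as strong as hits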
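Also added: dexamethasone, 1.0 µM final. Medium: tet-free, stripped-serum medium. Detection: fixed, Hoechst-stained cells imaged at 10x for EGFP. Read-out: nuclear-to-cytoplasmic GR-EGFP distribution per well. Times: induction 48 h, compound 1 h, agonist 30 min.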
bCat nuc transl: modulators of beta-catenin nuclear translocation, primary screen, imaging, HeLa cells, immunofluorescence, high-content | nuclear translocation activity, % at 5 µM | 190,000 compounds, 0.3% hits | AID 1665, 2009;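 active = nuclear translocation activity above 50% at 5 µM, with a well cell count of 50 or more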;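 note: per-cell ratio of nuclear to cytoplasmic median beta-catenin stain intensity; plate controls were DMSO negative control for no effect and GSK-3 inhibitor IX positive control for full effect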
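test system = HeLa cells, endogenous beta-catenin | dosing = single 5 µM dose plus 0.02–20 µM confirmation series | times = compound treatment 24 h, 37°C, 5% CO2 | technique = beta-catenin immunofluorescence imaging with DAPI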
ER stress rescue: rescue of cells from ER stress-induced death, primary screen, 384-well, CSM14.1, thapsigargin, ATP luminescence (AID 1222). CSM14.1 thapsigargin-induced death rescue, ATP luminescence; higher % means a stronger effect. cellular ATP content (survival), % at 20 µM; hits with a dose series show EC50 in µM. 190,000 tested, under 10 active;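 active = EC50 below 50 µM in the dose-response confirmation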;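 note: death triggered by thapsigargin at about 15 µM added after 2 h compound pretreatment; cell ATP read after overnight thapsigargin exposure of roughly 18 to 22 hours; normalized against plate controls of thapsigargin alone and 5% DMSO vehicle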
Ins promoter up: insulin promoter activators in MIN6 cells, imaging, high-content screening, mouse beta cells | MIN6 insulin promoter-GFP reporter; hits give high values | 190,000 compounds, 0.3% hits | z-score at 5 µM;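 active = z-score above 3 at 5 µM with at least 500 cells counted in the well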
Dynein cargo inh cytoplasmic EGFP: second read-out of Dynein cargo inh, no call of its own (marks repeat the call); z-score; measured here: cytoplasmic GR-EGFP intensity; hits give high values
Dynein cargo inh nuclear GR-EGFP: second read-out of Dynein cargo inh, no call of its own (marks repeat the call); z-score; measured here: nuclear GR-EGFP intensity;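 lower value marks the stronger effect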
Dynein cargo inh cell count: recorded beside Dynein cargo inh, whose call it bears; z-score; measured here: cell count per field
Ins promoter up cell count: second read-out of Ins promoter up, no call of its own (marks repeat the call); cell count; measured here: cytotoxicity, nuclei count;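 total cells summed across four imaged fields per well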
Lipid droplet cells 6.5 µM: second read-out of Lipid droplet, no call of its own (marks repeat the call); cell count; measured here: cell count, cytotoxicity flag;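 cells counted across two imaged fields per well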
bCat nuc transl cell count 5 µM: further read-out of bCat nuc transl, marked with its call; cell count; measured here: cell count, cytotoxicity flag
T cell HTS vesicle-bound %: also measured in T cell HTS; calls as there; double positive events, %; measured here: CD8+ vesicle-bound cell fraction;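 binding gate set so that unloaded-vesicle control wells show 10% double positive cells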
MT stabilizer Hoechst-high %: second read-out of MT stabilizer, no call of its own (marks repeat the call); % Hoechst-high responders; measured here: nuclear condensation Hoechst responders;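 share of cells brighter than vehicle mean plus two SD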
MT stabilizer cytotoxicity %: also measured in MT stabilizer; calls as there; toxicity, %; measured here: cytotoxicity by cell density;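 0% = mean cell density of plate MIN control wells and 100% = no cells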
Autophagy HCS cell loss 18 h: further read-out of Autophagy HCS, marked with its call; toxicity, %; measured here: cell loss, nuclei count;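 cell loss after 18 h compound exposure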
* hit, by the source's call; i = inactive; . = not tested or not shown; + = active, no number.

SMILES | Autophagy HCS | Autophagy HCS cell loss 18 h | Lipid droplet | Lipid droplet cells 6.5 µM | Salmonella PhoP GFP | MT stabilizer | MT stabilizer Hoechst-high % | MT stabilizer cytotoxicity % | T cell HTS | T cell HTS vesicle-bound % | Dynein cargo inh | Dynein cargo inh cytoplasmic EGFP | Dynein cargo inh nuclear GR-EGFP | Dynein cargo inh cell count | bCat nuc transl | bCat nuc transl cell count 5 µM | ER stress rescue | Ins promoter up | Ins promoter up cell count
CCOC(=O)C1(Cc2ccccc2)CCN(Cc2ccon2)CC1 | + | 5.6* | 4 | 724 | 5% | 1.2 | 1.0 | 2.5 | i | 56 | 0.075 | -0.4 | -0.19 | 0.89 | 0.4 | 1567 | 1.5% | 1.2 | 1448
COc1ccc(C(C#N)N2N=C(C)CC2(C)C)cc1OC (stereo unspecified) | i | 9 | . | . | -4% | 2.2 | 1.9 | 8.7 | i | 21 | -0.064 | -0.23 | -0.82 | 0.15 | -1.5 | 1444 | 2.5% | 0.65 | 1457
N#Cc1ccccc1S(=O)c1ccccc1C(=O)Nc1ccccc1 (stereo unspecified) | i | 18 | 6 | 671 | 6% | 2.1 | 1.6 | 4.6 | i | 52 | 1.2 | -0.22 | 0.81 | -0.32 | 0.1 | 1044 | -0.2% | -0.32 | 1178
COc1ccc2[nH]c(=O)c(CN(Cc3cccs3)C(=S)Nc3ccccc3)cc2c1 | i | -14 | 2 | 693 | -10% | 1.3 | 1.4 | 12 | i | 38 | 0.34 | -0.26 | 0.38 | 0.089 | -1.0 | 1058 | -0.6% | -1.6 | 1180
Cc1cc(C)n(-c2ccc(C(=O)Nc3ccc(S(=O)(=O)N(C)C)cc3)cc2)n1 | i | -3 | -3 | 627 | -2% | 5.1 | 2.1 | 5.9 | i | 8 | -0.13 | -0.31 | -0.48 | 0.71 | -1.0 | 925 | -1.0% | -0.06 | 1312
Nc1nc(SCc2nnc(SCC(=O)O)n2-c2ccccc2)nc2sc3c(c12)CCCC3 | i | -2 | 1 | 729 | 5% | 0.8 | 1.3 | 4.2 | i | 50 | 0.031 | -0.37 | -0.022 | 0.38 | 0.4 | 1195 | 4.5% | 0.41 | 816
CCn1c(C)c(C2=CCN(S(=O)(=O)c3ccccc3)CC2)c2ccccc21 | i | 2 | -8 | 635 | -18% | 3.2 | 3.5 | 8.2 | i | 47 | 0.0027 | -0.18 | -0.15 | -0.27 | -4.6 | 747 | -1.1% | -0.14 | 1237
C=CCNC(=O)c1ccc(Cl)cc1Cl | i | 1 | 15 | 696 | 1% | 3.0 | 2.4 | 6.7 | i | 34 | -0.29 | -0.23 | -0.074 | 0.88 | . | . | -2.0% | -0.17 | 1218
O=C(CSc1nnc(-c2ccc(O)cc2)n1Cc1ccccc1)NNC(=O)c1ccc(Br)cc1 | i | -3 | -4 | 519 | 3% | 1.3 | 2.5 | 2.2 | i | 44 | -0.35 | -0.32 | -0.28 | 0.37 | -0.8 | 1129 | -1.5% | -0.18 | 1319
Cc1nc(C(=O)NC(C)C)nn1-c1cc(Cl)cc(Cl)c1 | i | -4 | -15 | 731 | 0% | 3.7 | 2.7 | 5.7 | i | 49 | -0.038 | -0.32 | 0.3 | 0.31 | 0.1 | 1152 | -0.1% | -0.2 | 1343
CC(Sc1cccc[n+]1[O-])C(=O)Nc1cccc([N+](=O)[O-])c1 (stereo unspecified) | i | 14 | 6 | 689 | -8% | 4.6 | 2.4 | 11 | i | 7 | 0.61 | -0.32 | 0.57 | 0.45 | -2.8 | 1108 | -0.6% | -0.1 | 1328
CCCCCCCCNC(=O)/C(C#N)=C/c1ccccc1[N+](=O)[O-] | i | 11 | -16 | 656 | -13% | 7.1 | 2.8 | 10 | i | 45 | -0.28 | -0.28 | -0.39 | 0.45 | -2.6 | 1104 | -0.8% | 1.6 | 1308
COc1ccccc1C(=O)NNC(=O)c1ccccc1F | i | -4 | 9 | 663 | 8% | 1.6 | 2.6 | 7.0 | i | 55 | -0.16 | -0.16 | -0.055 | 0.23 | 4.9 | 1037 | -2.0% | -0.38 | 1349
CCN1CCN(c2nc(Nc3cc(OC)ccc3OC)nc(Nc3cc(OC)ccc3OC)n2)CC1 | . | . | 18 | 703 | 2% | . | . | . | i | 21 | 2.5 | -0.22 | 1.8 | -1.3 | 1.0 | 1306 | . | -0.27 | 888
COc1ccc(CN(C)CC(=O)Nc2ccccc2C(F)(F)F)c(OC)c1 | i | -5 | 21 | 589 | -7% | 2.1 | 3.3 | 5.1 | i | 58 | 0.99 | -0.28 | 0.18 | -0.6 | 0.5 | 932 | 0.1% | 0.1 | 1410
O=S(=O)(Nc1ccc(N=Nc2ccc(O)c3ccccc23)cc1)c1ccccc1 | i | -4 | -7 | 716 | 61% | 5.8 | 1.7 | 4.5 | i | 41 | -0.75 | -0.14 | -0.33 | -0.47 | 0.3 | 1187 | -1.6% | . | .
CC(C)Cc1nc(N2CCN(C(=O)c3ccco3)CC2)c(C#N)c2c1CCC2 | i | 0 | -7 | 770 | 10% | 2.9 | 1.5 | 6.9 | i | 17 | -0.4 | -0.25 | -0.065 | 0.56 | 0.4 | 1168 | -2.4% | -0.12 | 1196
CC(=O)N1CCN(c2ccc(NC(=S)NC(=O)c3ccc(C)c([N+](=O)[O-])c3)cc2)CC1 | . | . | 2 | 595 | -1% | . | . | . | i | 34 | -0.023 | -0.2 | 0.38 | 0.69 | 0.0 | 1297 | . | 0.1 | 1076
COc1cc(SC#N)ccc1N=Cc1c(C)[nH]n(-c2cccc3ccccc23)c1=O | i | 14 | . | . | -13% | 2.5 | 1.2 | 4.5 | i | 21 | -0.33 | -0.16 | -0.39 | 0.57 | -2.3 | 1373 | 1.4% | 2.2 | 1310
CCOC(=O)c1c(NC(=O)c2c(C(=O)O)cccc2[N+](=O)[O-])sc(C)c1C | i | 12 | 13 | 689 | -9% | 1.9 | 1.6 | 10 | i | 46 | -0.22 | -0.045 | 0.21 | 0.22 | 2.9 | 1001 | 1.4% | -0.16 | 1530
CCCCCCCCNC(CO)(CO)CO | . | . | -1 | 642 | -9% | . | . | . | i | 11 | -0.54 | -0.22 | -0.26 | 1.2 | -1.2 | 1398 | . | -0.06 | 1109
COc1ccc(CCNc2ncnc3[nH]ncc23)cc1OC | i | -5 | -3 | 829 | 11% | 3.3 | 1.5 | 7.5 | i | 18 | -0.92 | -0.22 | -0.3 | 1.3 | -1.7 | 1115 | 2.0% | -7.5 | 894
O=C(COC(=O)c1cc2ccccc2oc1=O)c1cccc([N+](=O)[O-])c1 | i | 14 | 1 | 640 | -3% | 3.1 | 1.9 | 9.4 | i | 50 | 0.4 | -0.11 | 0.015 | -0.55 | -0.5 | 926 | -0.4% | 0.28 | 1235
O=C(c1ccc(NS(=O)(=O)c2cccs2)cc1)N1CCN(c2ccccc2Cl)CC1 | i | 3 | 10 | 655 | -9% | 3.4 | 2.3 | 5.6 | i | 4 | -1.2 | -0.25 | 0.16 | 0.24 | 2.6 | 969 | -0.4% | -0.14 | 1212
C=CCSc1nnc(C)c(/C=C/Nc2ccc(Cl)cc2)n1 | + | 12* | 3 | 657 | -10% | 2.7 | 3.2 | 3.0 | i | 36 | -7.7 | 33 | 1.5 | -1.3 | -6.0 | 963 | -0.3% | . | .
CC1=NN2C(=N)/C(=C\c3ccc(SCc4ccccc4)o3)C(=O)N=C2S1 | i | -3 | -2 | 742 | -16% | 4.4 | 2.6 | 6.1 | i | 7 | -0.53 | 0.93 | -0.083 | 0.8 | . | . | -0.4% | . | .

Just Lipid droplet and T cell HTS, for some of the entries so far:
compound	Lipid droplet	T cell HTS
COc1cc(SC#N)ccc1N=Cc1c(C)[nH]n(-c2cccc3ccccc23)c1=O	.	i
COc1ccccc1C(=O)NNC(=O)c1ccccc1F	9	i
